Bioassay records as filed in PubChem BioAssay.
SIAE inh = human SIAE inhibitors, primary screen, biochemical, fluorescence polarization, FP-Rh probe, 1536-well HTS; Sialate O-acetylesterase (Homo sapiens), Q9HAT2; AID 1053197, 2014; 0.69% of 370,000 active; inhibition, % at 9.66 µM; SIAE FP-Rh probe binding;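 active = inhibition above a cutoff: mean of compounds within the control limits plus 3 SD of those, cut at about 17% in these data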;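 also: 0% = plate median of compound wells and 100% = probe without SIAE protein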
Target sequence (Q9HAT2 whole entry, looked up): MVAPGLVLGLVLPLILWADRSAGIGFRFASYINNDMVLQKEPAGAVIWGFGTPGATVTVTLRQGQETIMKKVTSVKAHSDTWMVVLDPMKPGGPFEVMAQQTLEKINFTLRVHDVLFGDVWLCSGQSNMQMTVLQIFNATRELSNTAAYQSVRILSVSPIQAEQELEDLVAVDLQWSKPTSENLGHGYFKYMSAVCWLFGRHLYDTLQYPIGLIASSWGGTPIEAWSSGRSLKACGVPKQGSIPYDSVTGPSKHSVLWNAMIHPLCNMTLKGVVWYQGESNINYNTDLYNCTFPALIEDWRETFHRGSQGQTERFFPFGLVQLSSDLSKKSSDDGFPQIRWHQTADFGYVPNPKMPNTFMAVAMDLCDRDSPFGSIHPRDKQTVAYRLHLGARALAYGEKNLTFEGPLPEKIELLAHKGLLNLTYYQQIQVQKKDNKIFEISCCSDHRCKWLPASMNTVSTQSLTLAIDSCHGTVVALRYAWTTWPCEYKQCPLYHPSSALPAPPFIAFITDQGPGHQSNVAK
TCR CD3 inh = inhibitors of human TCR-CD3 interaction, primary screen, biochemical, fluorescence, TAMRA-labeled TCR probe; inhibition, % at 9.4 µM; 0.37% of 360,000 active; in the data active = inhibition above about 19%;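 also: recombinant mutant TCR 2C K166C tagged with TAMRA read by polarization; 0% = receptor in buffer alone and 100% = receptor with positive control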
LEDGF integ inh = blockers of LEDGF/p75-dependent integrase strand transfer – biochemical, TR-FRET, high throughput, primary screen | HIV-1 integrase (with human LEDGF/p75) | TR-FRET IN-LEDGF/p75 DNA integration, Eu/Cy5 | inhibition, % at 3.7 µM | 0.64% of 370,000 active | AID 743269, 2014;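 active = inhibition above the screen-wide mean plus 3 SD, cut at about 13% in these data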;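 also: signal is the Cy5 over europium emission ratio at 671 and 618 nm; 0% = plate median of compound wells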
PG9 Ab binder = binders of HIV-1 gp120 antibody PG9, primary screen, biochemical, TR-FRET; AID 624416, 2012; TR-FRET gp120-PG9 antibody binding; 0.43% of 360,000 active; inhibition, % at 6.7 µM; in the data active = inhibition above about 8.5%
TDP2 absorb = human TDP2 enzyme inhibitors, primary screen, biochemical, epi absorbance, recombinant enzyme | Tyrosyl-DNA phosphodiesterase 2 (Homo sapiens), O95551 | T5PNP hydrolysis, p-nitrophenol absorbance 415 nm | inhibition, % at 12.8 µM | 0.34% of 370,000 active;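 active = inhibition above the mean of all tested compounds plus 3 SD, set per campaign, cut at about 25% in these data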;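 also: 0% = DMSO with enzyme and 100% = buffer with substrate but no TDP2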
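test system = human TDP2 enzyme | input = TDP2 enzyme at 120 nM final | medium = 50 mM Tris-HCl pH 7.5 with Mg2+, KCl, DTT, BSA | also added = T5PNP substrate, 5 mM | times = 2 h at 37 °C | technique = epi absorbance | benchmarks = high control without enzyme, low control DMSO plus TDP2 | replication = each compound tested once, singlicate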
rCAG binder = binders of r(CAG) RNA repeats, primary screen, biochemical, fluorescence; AID 651821, 2012; r(CAG) RNA repeat, TO-PRO-1 dye displacement fluorescence; 1.3% of 370,000 active; inhibition, % at 3 µM;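 active = inhibition above the plate cutoff, the mean of all test compounds on that plate plus 3 SD, cut at about 35% in these data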;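 also: 0% = DMSO alone and 100% = 100 µM mitoxantrone as full dye displacement; higher means more dye released from RNA so lower well fluorescence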
PRMT1 FP inh = PRMT1 methyltransferase inhibitors, primary screen, biochemical, fluorescence polarization | Protein arginine N-methyltransferase 1 (Homo sapiens), Q99873 | recombinant PRMT1, activity-based probe fluorescence polarization | inhibition, % at 2.79 µM | 1.3% of 370,000 active;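 active = inhibition above about 21% made by adding two undisclosed values, limit read from the data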
NR1D1 modulator = modulators of Rev-erb alpha DNA binding, primary screen, biochemical, FITC-DNA, fluorescence polarization, uHTS | 0.79% of 370,000 active | activity, % at 10 µM | Rev-erbα–FITC-DNA binding, 90 min | AID 1259318, 2017 | Nuclear receptor subfamily 1 group D member 1 (Homo sapiens), P20393;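 active = activity above about 14%, limit read from the data; passing the limit was not always enough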;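 also: 0% = DMSO wells with 35 nM protein and 100% = DMSO wells with 750 nM protein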
mABHD4 FP = ABHD4 inhibitors, primary screen, biochemical, fluorescence polarization, mouse. purified mABHD4, FP-Rh probe fluorescence polarization. inhibition, % at 8.92 µM. (Lyso)-N-acylphosphatidylethanolamine lipase (Mus musculus), Q8VD66. 0.54% of 370,000 active;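 active = inhibition exceeding the mean over every tested compound plus 3 SD, cut at about 30% in these data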;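 also: 0% = plate median of compound wells and 100% = S159A mutant with DMSO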
Target sequence (Q8VD66 whole entry, looked up): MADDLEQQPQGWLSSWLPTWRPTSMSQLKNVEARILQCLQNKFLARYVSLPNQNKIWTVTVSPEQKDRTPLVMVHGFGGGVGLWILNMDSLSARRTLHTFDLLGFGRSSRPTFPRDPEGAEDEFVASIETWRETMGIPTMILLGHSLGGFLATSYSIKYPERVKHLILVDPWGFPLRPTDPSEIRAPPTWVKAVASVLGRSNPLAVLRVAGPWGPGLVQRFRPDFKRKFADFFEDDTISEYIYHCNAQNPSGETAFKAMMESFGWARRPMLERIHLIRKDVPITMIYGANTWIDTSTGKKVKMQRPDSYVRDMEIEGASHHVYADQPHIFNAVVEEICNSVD
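Test system: mouse ABHD4 enzyme, wild type. Reagent: FP-Rh fluorescent activity-based probe, added after compound pre-incubation. Timing: pre-incubation 45 min, probe exposure 60 min, at 25 °C. Technique: FP readout, ex 525 nm / em 598 nm. Benchmarks: high control S159A mutant with DMSO, low control median of compound wells.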
HTRA1 inh = HTRA1 serine protease inhibitors, primary screen, biochemical, fluorescence polarization, HTS; 0.5% of 340,000 active; recombinant HTRA1, FP-rhodamine activity-based probe; AID 504803, 2011; inhibition, % at 5.96 µM; Q92743; in the data active = inhibition above about 36%;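 also: 0% = enzyme with DMSO and 100% = wells lacking enzyme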
Starred values were filed as active, the others as inactive; nt = no result given. Not all compounds are listed (hit frequency here may not be typical).

Under each structure – LEDGF integ inh	NR1D1 modulator	SIAE inh	TCR CD3 inh	HTRA1 inh	PG9 Ab binder	TDP2 absorb	rCAG binder	PRMT1 FP inh	mABHD4 FP
> Cc1cc(C)n(NC(=S)NC2CCCCC2)c(=O)c1C#N
  0.1	2.8	5.6	0.1	2.5	3.2	1.3	-2.0	2.4	-1.6
> Cn1nccc1NC(=O)CC1(CC(=O)O)CCCCC1
  1.2	-5.9	2.7	0.1	nt	-1.0	-6.2	0.5	-2.7	-0.5
> Cc1ccc2nc(N3C(=O)C(O)=C(C(=O)c4ccco4)C3c3cccs3)sc2c1 (configuration not stated)
  8.1	7.5	-0.4	2.5	-32.3	-1.4	-0.2	31.0	34.5*	11.0
> c1ccc(N2CC3CCc4ccccc4C3=N2)cc1 (configuration not stated)
  3.1	0.3	10.7	7.6	7.5	0.9	8.7	-0.9	-0.9	8.0
> COC(=O)c1cnn2c(C(F)(F)F)cc(-c3ccccc3)nc12
  -1.1	-0.7	2.5	2.6	-6.1	-1.5	-12.7	0.5	-3.4	-3.7
> O=c1c2ccccc2ncn1Cc1cccc2ccccc12
  5.3	0.1	-0.5	-2.6	-7.2	-2.8	-13.4	0.2	-4.8	-7.8
> Cc1cc(C)cc([C@H]2C[C@]34CN(Cc5ccccc5)S(=O)(=O)[C@H]3C[C@H]2O4)c1
  -0.4	-4.8	-3.4	-4.4	nt	1.4	4.0	1.7	-3.6	-10.2
> CCCc1cc(NCC2CCCO2)n2c(nc3ccccc32)c1C#N (configuration not stated)
  0.2	-1.9	-7.3	3.0	-17.9	-1.9	1.2	-2.8	-0.5	0.8
> Cc1ccc([N+](=O)[O-])cc1NC(=O)Nc1onc(C)c1C
  -1.5	-2.2	3.5	2.3	-0.9	-2.7	2.6	-2.1	-3.7	0.2
> CC(C)(CN1CCCN(CC(C)(C)C(=O)O)C1=O)C(=O)O
  -1.9	-3.2	0.1	-9.8	-0.6	-0.5	9.2	2.1	7.8	-0.1
> COc1ccc(-c2cc(C(F)F)n3ncc(C(=O)n4ccnc4C)c3n2)cc1
  2.3	-7.4	-13.5	0.0	-4.2	1.4	-6.3	1.8	4.7	-13.1
> CCOC(=O)CC(NS(=O)(=O)Cc1ccccc1)c1ccc(C)cc1 (configuration not stated)
  1.5	-2.0	0.5	11.8	-4.4	4.4	5.8	-6.4	-1.9	5.6
> CCOC(=O)C1=C(CC)OC(N)=C(C#N)C1c1cc(OC)ccc1OC (configuration not stated)
  3.5	0.9	-3.1	-9.4	-7.6	2.9	-11.7	2.0	6.6	-0.9
> CN1CCN(NC(=O)Nc2cc(Cl)cc(Cl)c2)CC1
  -2.1	-2.1	-35.8	-3.5	-3.4	-0.8	0.3	-4.4	6.0	-10.6
> O=C(Cn1cc(Cl)ccc1=O)c1ccc(Cl)cc1
  -6.9	9.8	-6.7	-4.1	-0.9	-1.2	-5.6	4.7	3.5	-11.8
> CCC(C)NC(=O)CN(c1ccc(Cl)c(Cl)c1)S(C)(=O)=O (configuration not stated)
  5.3	-2.7	3.2	3.5	0.5	-2.6	8.7	-3.2	1.2	3.1
> Cc1ccc(S(=O)(=O)c2nc(-c3ccccc3Cl)oc2N2CCN(C)CC2)cc1
  7.1	-8.1	-0.3	-5.3	-15.7	0.1	-6.9	-1.6	-5.4	-0.1
> CC1CCN(c2oc(-c3ccccc3F)nc2C#N)CC1
  1.7	-2.2	-1.6	6.5	-12.6	0.1	6.4	-0.6	-2.3	-1.5
> CC(=O)Nc1ccc(NC(=O)CSc2nc3ccccc3o2)cc1
  2.2	1.9	-4.8	3.2	7.3	-1.8	4.5	0.6	1.1	3.4
> CN(CCO)c1cccc2c1S(=O)(=O)N(Cc1cn(Cc3cccc(F)c3)nn1)Cc1ccccc1O2
  -1.3	0.8	3.4	nt	nt	nt	1.4	5.0	-4.2	-0.2
> NS(=O)(=O)c1cccc(NC(=O)CSc2ncnc3ccccc23)c1
  1.2	2.8	-7.0	-5.9	-6.7	0.0	-14.2	8.0	37.5*	-13.9
> Cc1ccc(CNC2CCC23CCC(c2ccccc2)CC3)o1 (configuration not stated)
  2.2	-2.5	-1.8	nt	nt	nt	-0.4	nt	-2.6	5.7
> Cc1ccccc1OCC(=O)N(Cc1cccs1)C1CCS(=O)(=O)C1 (configuration not stated)
  -2.7	-1.1	7.2	4.2	-1.0	-0.5	14.3	-5.5	-0.5	1.3
> Cc1cc(Cl)c(S(=O)(=O)N2CCN(c3ccccn3)CC2)cc1OCC(N)=O
  0.1	-2.2	-4.4	5.0	4.6	0.5	-7.0	-3.5	2.8	-1.9
> Cc1ccc(C(=O)NCC(=O)OCC(=O)NC2CCCC(C)C2C)s1 (configuration not stated)
  -3.0	0.2	-3.5	-3.1	-2.5	-0.1	7.1	-4.9	-0.4	-0.9
> CCc1ccc(C2=CC(c3cc(Br)ccc3F)n3ncnc3N2)cc1 (configuration not stated)
  -0.1	-0.7	5.8	-4.6	-18.4	0.2	7.7	4.7	2.6	-2.3
> CCCCC1(CC(=O)OC)C(=O)N(c2ccccc2)N(c2ccccc2)C1=O
  -1.6	-3.7	-3.6	2.0	-0.2	-2.3	-0.6	-3.8	-1.9	2.3
> COc1ccc(C)cc1NC(=S)Nc1ccccc1SC
  -1.9	2.7	2.1	-11.7	5.1	-1.9	1.0	2.1	1.2	-1.2
> COC(CNC(=O)C(=O)NCC1OCCN1C(=O)c1ccc(Cl)cc1)OC (configuration not stated)
  -0.3	-2.1	2.2	-7.3	3.7	2.1	-7.2	3.2	4.3	2.8
> O=C1CC2(CCN(C(=O)c3ccccc3Br)CC2)Oc2ccccc21
  -3.3	5.3	5.4	-6.9	-4.2	-0.6	-3.0	-4.7	6.6	2.9
> CCOC(=O)CSc1nnc(-c2ccc(OC)cc2OC)o1
  1.2	-3.7	-10.4	-1.9	3.0	-0.2	-8.9	-4.5	-0.1	4.5
> COc1ccc(CCn2c(-c3ccco3)nc3ccccc3c2=O)cc1OC
  2.2	1.8	-0.8	2.4	-11.4	-1.4	4.0	1.1	0.1	4.1
> Cc1cnc(C(=O)OCC(=O)c2cc(C)n(C)c2C)cn1
  -2.2	-2.1	6.5	7.3	-1.2	-1.6	-4.5	-0.2	-1.6	-0.4
> O=[N+]([O-])c1nn(-c2ccc3c(c2)OCCO3)n(O)c1=NCCCO
  0.7	6.6	-1.1	-0.6	0.3	0.5	-1.6	1.3	0.7	4.5
> COC(=O)Cc1ccc(NC(=S)N2CCC(Cc3ccccc3)CC2)cc1
  6.5	-3.3	12.0	-0.6	-8.7	-3.5	-3.3	-2.8	-2.2	-0.1
> CCOC(=O)Cc1csc(NC(=O)CSC2=NCCS2)n1
  0.3	-0.9	-4.6	5.6	0.9	-2.2	13.4	-7.5	5.4	0.8
> CCC1CCCCN1C(=O)CSc1nc2ccsc2c(=O)n1Cc1ccccc1 (configuration not stated)
  -2.8	-1.8	-3.9	8.9	-14.8	0.8	-8.1	-0.5	1.2	-5.0
> COc1cccc(C(=O)Nc2ccc(C(=O)NCC3COc4ccccc4O3)cc2)c1 (configuration not stated)
  -2.2	-2.5	-7.2	nt	nt	nt	0.5	5.9	4.4	1.7
> CN(C)CCCNc1ccc(-c2n[nH]c(=O)c3ccccc23)cc1[N+](=O)[O-]
  5.1	0.6	7.9	-6.1	-7.2	2.2	-14.1	6.4	-2.3	-2.9
> CCCCCCN(C(=O)CCCCCN1C(=O)NC(c2ccc(-c3ccccc3)cc2)C(C(=O)OCc2ccccc2)=C1C)C(C(=O)NCCCC)c1ccc(-c2ccccc2)cc1 (configuration not stated)
  -1.8	-0.9	2.3	5.5	nt	0.0	4.0	4.8	-2.2	-4.4
> COc1ccc(COc2cccc3ccc(C)nc23)cc1F
  -0.3	-2.1	4.3	1.0	-5.9	-2.1	18.6	-3.9	-2.5	-3.6
> Nn1c(Nc2ccc(Cl)cc2)nncc1=O
  0.1	0.5	1.2	3.7	6.5	-0.8	7.7	1.0	1.2	4.7
> O=C(c1ccc(F)cc1)C(CN1CCOCC1)c1ccccc1 (configuration not stated)
  2.7	5.1	-0.3	11.4	-9.2	-0.7	3.3	-1.0	1.2	-6.2
> CCOC(=O)c1ccc(NC(=S)NCCCn2ccnc2)cc1
  -2.9	-5.3	4.9	0.5	-10.6	-0.2	-2.2	-2.3	4.2	6.1
> Cc1ccc(C)c(NC(=O)COC(=O)c2nc(Cl)ccc2Cl)c1
  -1.6	-7.1	0.0	0.9	1.0	0.0	-9.7	4.7	-0.2	2.4
> CCCCn1c(-c2ccco2)nc2oc3ccccc3c(=O)c2c1=O
  4.8	-1.5	1.4	2.5	-3.2	0.0	9.6	1.4	-2.9	-4.5
> COc1ccc(CSc2nnnn2-c2ccc(O)cc2)cc1F
  0.8	0.2	1.5	2.5	-24.6	1.2	-4.1	6.0	6.0	-16.4
> Cn1cccc1Cc1nnc(SCC(=O)Nc2nccs2)n1CCc1ccccc1
  -0.4	-0.1	-0.8	-13.3	-4.8	-2.0	-7.2	6.3	14.1	-1.6
> Cc1cc(C)n2nc(C(=O)Nc3cccc(S(=O)(=O)N4CCCC4)c3)nc2n1
  -4.4	-0.4	-0.7	-3.2	1.8	-1.9	-0.8	5.5	-0.7	2.0
> O=C(N[C@H](C(=O)N1CCC[C@H]1C(=O)NCCc1ccccc1Cl)c1ccccc1)c1ccccc1
  -1.8	0.8	-0.1	7.4	nt	1.6	3.3	3.5	4.7	1.3

Profiles, looked up by structure. Screens in order: LEDGF integ inh, NR1D1 modulator, SIAE inh, TCR CD3 inh, HTRA1 inh, PG9 Ab binder, TDP2 absorb, rCAG binder, PRMT1 FP inh, mABHD4 FP
CCOC(=O)CSc1nnc(-c2ccc(OC)cc2OC)o1 in the list: 1.2, -3.7, -10.4, -1.9, 3.0, -0.2, -8.9, -4.5, -0.1, 4.5
O=[N+]([O-])c1nn(-c2ccc3c(c2)OCCO3)n(O)c1=NCCCO in the list: 0.7, 6.6, -1.1, -0.6, 0.3, 0.5, -1.6, 1.3, 0.7, 4.5
Nn1c(Nc2ccc(Cl)cc2)nncc1=O in the list: 0.1, 0.5, 1.2, 3.7, 6.5, -0.8, 7.7, 1.0, 1.2, 4.7
Cn1cccc1Cc1nnc(SCC(=O)Nc2nccs2)n1CCc1ccccc1 in the list: -0.4, -0.1, -0.8, -13.3, -4.8, -2.0, -7.2, 6.3, 14.1, -1.6
